Casp6 inh – inhibitors of human caspase-6; P55212; purified caspase-6, Z-VEID-R110 cleavage fluorescence; inhibition, % at 12.5 µM; actives 0.53% (n = 350,000); AID 686996;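 active = mean inhibition across replicates at least about 35%, with every replicate also reaching that limit, limit read from the data; inconclusive = only one of the two criteria met; inactive = neither criterion met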;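 also: 0% = median of neutral control wells and 100% = no fluorescence left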
Target sequence (P55212 24-179 limits assumed): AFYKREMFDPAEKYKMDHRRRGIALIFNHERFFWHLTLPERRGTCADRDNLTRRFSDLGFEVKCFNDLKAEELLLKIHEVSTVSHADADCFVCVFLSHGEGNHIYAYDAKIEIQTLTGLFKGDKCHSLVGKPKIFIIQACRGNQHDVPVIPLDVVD
Target sequence (P55212 194-293 limits assumed): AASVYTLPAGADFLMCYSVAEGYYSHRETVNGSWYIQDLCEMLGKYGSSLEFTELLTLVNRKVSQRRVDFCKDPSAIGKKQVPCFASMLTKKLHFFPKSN
RAD54 branch – RAD54 (human) branch migration inhibition. inhibition, % at 10.4 µM. actives 0.14% (n = 360,000). Q92698. RAD54 Holliday junction branch migration, FAM/BHQ fluorescence;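 active = mean normalized replicate activity at least 40 and at least half of replicates scoring 40 or more; inconclusive = only one of the two criteria met; inactive = mean below 40 and under half of replicates reaching 40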;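 also: 0% = median of neutral control wells and 100% = median of positive control wells; inhibitors cause a drop in the FAM fluorescence signal; in these data hits start at about 50%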
Target sequence (Q92698 whole entry, looked up): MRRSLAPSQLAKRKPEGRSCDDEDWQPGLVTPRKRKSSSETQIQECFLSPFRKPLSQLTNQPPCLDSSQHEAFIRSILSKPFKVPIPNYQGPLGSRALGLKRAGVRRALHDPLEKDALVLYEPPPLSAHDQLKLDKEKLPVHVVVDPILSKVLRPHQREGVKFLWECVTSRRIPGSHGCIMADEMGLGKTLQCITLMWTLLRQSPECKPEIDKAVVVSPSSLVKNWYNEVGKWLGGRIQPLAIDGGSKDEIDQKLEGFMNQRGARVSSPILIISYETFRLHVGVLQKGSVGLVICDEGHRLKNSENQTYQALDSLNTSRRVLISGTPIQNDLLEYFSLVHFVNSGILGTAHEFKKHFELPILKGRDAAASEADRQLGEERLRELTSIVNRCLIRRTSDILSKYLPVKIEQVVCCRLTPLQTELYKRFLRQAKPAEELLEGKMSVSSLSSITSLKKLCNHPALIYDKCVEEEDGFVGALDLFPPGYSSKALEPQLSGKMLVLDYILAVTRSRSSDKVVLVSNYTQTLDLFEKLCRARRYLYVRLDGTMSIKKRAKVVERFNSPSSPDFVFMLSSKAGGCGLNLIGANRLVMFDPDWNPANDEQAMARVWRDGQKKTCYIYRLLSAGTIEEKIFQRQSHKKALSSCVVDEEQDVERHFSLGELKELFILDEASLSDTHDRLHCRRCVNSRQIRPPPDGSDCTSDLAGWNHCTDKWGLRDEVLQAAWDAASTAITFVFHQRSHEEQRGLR
RAD52 inh – inhibitors of human RAD52 DNA annealing; P43351; recombinant RAD52 DNA annealing, FRET fluorescence; inhibition, % at 18.7 µM; actives 0.46% (n = 360,000);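 active = every replicate showing at least 50% inhibition; inconclusive = mean inhibition at least 50% but not in every replicate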
ERp5 inh – ERp5 (human) disulfide isomerase inhibition; Q15084; ERp5 insulin aggregation, absorbance 650 nm, 90 min; inhibition, % at 9.99 µM; actives 0.05% (n = 350,000); AID 651711;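 active = mean replicate inhibition above about 25%, with every replicate also reaching it, limit read from the data, passing the limit was not always enough; inconclusive = only one of those two criteria met; inactive = neither criterion met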
PglD inh – blocks C. jejuni PglD acetyltransferase activity | purified PglD enzyme, DTNB colorimetric CoA detection | inhibition, % at 12.5 µM | actives 0.098% (n = 360,000) | AID 602405; in the data active = inhibition above about 16%, passing the limit was not always enough; inconclusive = no clear call, values can overlap the other calls; also: strong numbers were not always called active
esBAF inh – inhibitors of esBAF chromatin remodeling in mouse ES cells; Bmi1-luciferase knock-in reporter, 24 h; 100% = twice the neutral-well signal; reporter increase, % at 12.5 µM; actives 2% (n = 350,000); in the data active = activation above about 40%; inconclusive = no clear call, values can overlap the other calls;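 also: 0% = median of the plate's neutral control wells and 100% = double that signal; a rise in the Bmi1 reporter signal indicates esBAF inhibition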
ARNT TACC3 PPI – ARNT/TACC3 interaction disruption; inhibition, % at 9.99 µM; actives 0.66% (n = 390,000); AID 623870; AlphaScreen His-ARNT PAS-B/GST-TACC3 binding, luminescence; TACC3 fragment carries E629A point mutation; Q9Y6A5;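 active = mean inhibition of replicates at least 50% and at least half of replicates each reaching 50%; inconclusive = half or more replicates reach 50% but mean below 50%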;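 also: 0% = complete ARNT plus TACC3 wells and 100% = ARNT alone without TACC3; many hits fall short of the cut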
E-selectin induc – induces E-selectin expression in human endothelial cells | P16581 | actives 0.37% (n = 260,000) | AID 686992 | activation, % at 7.58 µM | HUVEC E-selectin immunofluorescence imaging; normalized: neutral wells 0, TNF-alpha wells 100;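 active = mean E-selectin-positive cell signal at least 10% of the positive control, reached in at least 60% of replicates, without over 20% cell loss; inconclusive = no rule given, readout overlaps actives, possibly toxicity-flagged; inactive = the rest, including those meeting only one limit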;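 also: in these data hits start at about 27%; measured in HUVEC primary endothelial cells; signal is the percent of cells scored E-selectin positive by PE staining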
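Assay system: HUVEC, human umbilical vein endothelial cells / Amount: 3,000 HUVEC/well / Controls: TNF-alpha positive control, DMSO neutral control / Compound dosing: single concentration / Medium: EGM-2 over gelatin coat / Evaluation: percent E-selectin-positive cells / Signal: immunofluorescence imaging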
Numbers without * were called inactive; ? = inconclusive; . = not tested or not shown; & = joins results of further samples.

Second line of a record: Casp6 inh, RAD54 branch, RAD52 inh, ERp5 inh, PglD inh, esBAF inh, ARNT TACC3 PPI, E-selectin induc
(1) CC(C)OCCCn1c(=O)c2ccccc2n2c(CCC(=O)NC3CCN(Cc4ccccc4)CC3)nnc12
 : -11, 4, -10, 6, 4, 0, 4, .
(2) COc1ccccc1CN1CCN(C(c2ccccc2)c2ccccc2)CC1
 : -2, 4, 17, 3, 9, -30, 13, 0.1
(3) Cc1nnc(NC(=O)C(C)Sc2nnc(-c3ccco3)n2C)s1 (centres undefined)
 : -3, ., -9, -2, ., -3, 1, 0.1
(4) Cc1c(NC(=O)Nc2cccc(C#N)c2)c(=O)n(-c2ccccc2)n1C
 : -1, -6, 0, 2, -4, -3, -9, -0.1
(5) CN(C(=O)c1ccncc1)c1nnc(-c2cnccn2)s1
 : ., 4, ., ., 0, 6, -2, .
(6) Cc1ccc(S(=O)(=O)N[C@H]2CC[C@@H](CC(=O)NCCc3ccncc3)O[C@@H]2CO)cc1
 : 0, 7, 17, -1, -3, 4, ., 0.4
(7) CC[C@]1(C(=O)OC)[C@H]2C(=O)N(C)C(=O)[C@H]2[C@H]2CN=C(SCc3ccc(OC)cc3)N21
 : 3, 9, -8, -2, 5, 7, 15, .
(8) Cc1ccc(C(=O)Nc2nnc(S(=O)(=O)Nc3ccccc3C)s2)cc1C
 : 0, -9, -19, -12, -6, 5, 30, 1.1
(9) Cc1ccc(S(=O)(=O)c2nnn3c2nc(N2CCOCC2)c2ccccc23)c(C)c1
 : 1, 5, -4, -2, 1, 1, -5, .
(10) CCN(CC)CCC=C(c1cccs1)c1cccs1
 : -9, -9, -11, -1, -5, -1, -11, -0.4
(11) CC(C)=NNc1nc(-c2ccccc2)c(C)s1
 : 2, ., -15, 7, ., ., -2, 0.1
(12) CCC(C)NC(=O)CSc1ncnc2sccc12 (centres undefined)
 : -4, -7, 0, ?, -1, -1, 0, 1.4
(13) COc1ccc(/C=N/c2oc(-c3ccccc3)cc2C#N)cc1
 : ., 9, ., ., 4, 30, 0, .
(14) COc1ccc(OC)c(CNC(=O)C2CCC(=O)N2C(C)C)c1 (centres undefined)
 : -2, 22, -18, 0, 1, -10, 19, -0.1
(15) CCn1c(-c2cc(-c3ccccc3)sc2N)n[nH]c1=S
 : 4, 5, 1, -10, 0, ., 5, 0.9
(16) CC(=O)Oc1ccc(C2C3=C(CC(C)(C)CC3=O)Nc3cc4c(cc32)OCCO4)cc1 (centres undefined)
 : -1, ., -9, -2, ., ., -4, 3.5
(17) C[C@@H]1CN([C@H](C)CO)C(=O)CCCn2nncc2CO[C@@H]1CN(C)S(=O)(=O)c1cn(C)cn1
 : 6&0, -18&-6, -8&9, 10&3, -4&5, -2&-4, -5, 0.1
(18) CCN(CC)S(=O)(=O)c1ccc(N2CCCCC2)c(NC(=O)/C(C#N)=C/c2ccc(OC)cc2)c1
 : ., -3, ., ., -6, 4, 3, .
(19) CC(=O)c1sc(NC(=O)c2cccs2)nc1C
 : -2, -1, 0, 0, -9, ?, -2, 0.2
(20) C[C@H]1CN([C@@H](C)CO)C(=O)c2cccc(NC(=O)c3cnccn3)c2O[C@H]1CN(C)C
 : 0, -2, 2, 9, 19, 1, -4, .

Additional entries
Second line of a record: Casp6 inh, RAD54 branch, RAD52 inh, ERp5 inh, PglD inh, esBAF inh, ARNT TACC3 PPI, E-selectin induc
(21) NS(=O)(=O)c1ccc(N2N=C(c3ccccc3)CC2c2ccccc2Br)cc1 (centres undefined)
 : 7, -5, -6, -1, -2, -7, -16, 0.0
(22) CCOc1ccc(Nc2nc(Cc3nnc(SCC(=O)NC4CCCC4)n3C)cs2)cc1
 : -2, 3, -14, 1, -3, -6, 2, .
(23) CCOc1nc(-c2ccncc2)nc2ccccc12
 : ., 0, ., ., -4, -8, -4, .
(24) COCCNC(=O)CSc1ccccc1C(=O)NC1CCCc2ccccc21 (centres undefined)
 : -2, 2, -17, 4, -4, -4, -3, -0.1
(25) O=C(NCc1cccs1)C1CC(=O)N(c2ccc(Cl)cc2)C1 (centres undefined)
 : 1, ., 3, 5, ., ., 0, 0.4
(26) COc1cc(-c2csc(N3CCOCC3)n2)cc(OC)c1OC
 : ., -15, ., ., 0, 0, 1, .
(27) N#C[C@H]1[C@H](c2ccccc2-c2ccc(F)cc2)[C@@H](CO)N1C(=O)NC1CCCCC1
 : -1, ., -4, -2, ., ., ., -0.1
(28) O=C(C[C@H]1C=C[C@@H](NC(=O)C2CCOCC2)[C@@H](CO)O1)Nc1ccccc1
 : 1, ., 3, 4, ., ., ., -0.2
(29) CC(C)CN(C(=O)COc1ccc(Br)cc1C=O)C1CCS(=O)(=O)C1 (centres undefined)
 : 5, ., -12, 0, ., ., ., -0.7
(30) Cn1c(=O)c(=O)n(C)c2cc(S(=O)(=O)N3CCCCC3)ccc21
 : ., -1, ., ., -3, -11, 2, .
(31) O=C(COc1ccc(NC(=O)c2cccs2)cc1)c1ccc(F)cc1
 : -4, -1, -12, 2, 2, 24, -4, 0.8
(32) Cc1ccc(S(=O)(=O)N(C)CC(=O)OCC(=O)NC(=O)NC(C)C)cc1
 : -1, ., -12, -3, -4, -3, -5, .
(33) c1ccc(CN2CCC(N3CCN(Cc4ccc5c(c4)OCO5)CC3)CC2)cc1
 : -13, 0, -16, 6, 5, ., -7, 0.5
(34) CCc1ccc(C(=O)Cn2ncc(Cl)c(Cl)c2=O)cc1
 : ., 8, ., ., 1, 13, 23, .
(35) CC1=C(C(=O)N(C(C)C)C(C)C)CC(CC(=O)NCc2cccs2)C(=O)N1CCC1=CCCCC1 (centres undefined)
 : 15, 1, 1, -4, 2, -7, ., 0.0
(36) CN(NC(=S)Nc1ccc(OC(F)F)cc1)C(=S)Nc1ccc(OC(F)F)cc1
 : -1, ., -3, 1, ., ., 5, .
(37) O=c1cnn([C@@H]2O[C@H](CO)[C@@H](O)[C@H]2O)c(=O)[nH]1
 : ., 11, ., ., 6, 16, 9, .
(38) CCSc1ccccc1C(=O)N=C1NC(=O)CC2C(=O)NCCN12 (centres undefined)
 : -2, ., -12, 3, ., ., -1, .
(39) N#C[C@H]1[C@@H](c2ccc(-c3ccccc3F)cc2)[C@@H](CO)N1C(=O)C1CCOCC1
 : 3, -6, 2, 3, -1, 1, 5, -0.6
(40) COc1ccc(/C=C(\C)c2nc(C)c(-c3ccccc3)c(=O)[nH]2)cc1
 : 0, -3, -17, 0, -6, ., 3, .

Next structures follow.
Second line of a record: Casp6 inh, RAD54 branch, RAD52 inh, ERp5 inh, PglD inh, esBAF inh, ARNT TACC3 PPI, E-selectin induc
(41) CC1CCc2c(sc(NC(=S)NC(=O)c3ccccc3)c2C#N)C1 (centres undefined)
 : 4, ., -20, 3, ., ., -1, 3.8
(42) CCN(C(=O)COC(=O)/C=C/c1ccc2c(c1)OCO2)c1c(N)n(Cc2ccccc2)c(=O)[nH]c1=O
 : 0, -2, -19, -4, -3, -2, ., .
(43) Cc1cc(Cl)ccc1NC(=O)Cn1cncn1
 : 0, -2, -4, 2, 6, -3, 15, 7.1
(44) Cc1ccc(N(C)S(=O)(=O)c2ccc(-c3cnc(C4CC4)o3)cc2)cc1
 : 2, 0, -11, 0, 3, 0, 6, .
(45) C[C@@H]1CN([C@@H](C)CO)C(=O)Cc2cc(NC(=O)Nc3ccc4c(c3)OCO4)ccc2O[C@@H]1CN(C)S(=O)(=O)c1ccc(F)cc1
 : 0, ., 15, 2, ., 6, ., -15
(46) O=C(Nc1ccccc1)Nc1nnc(CSCc2ccccc2Cl)s1
 : -2, 9, -5, 5, 5, ., -4, -0.1
(47) O=C(c1ccc(F)cc1)N1C[C@H]2[C@@H](c3ccccc31)[C@@H](CO)N2C(=O)c1ccccc1
 : 1, 1, 3, 2, 7, -1, -8, 0.0
(48) Cc1cc(NC(=S)NC(=O)c2ccco2)c2ccccc2n1
 : 1, ., -11, -6, ., ., -8, 1.5
(49) CCOc1ccc(NC(=O)CSCC(=O)O)cc1
 : ., -2, ., ., -9, -5, -5, .
(50) C=CCN1C(=O)NC2(O)C(=O)c3ccccc3C12O (centres undefined)
 : ., -2, ., ., 0, 3, -4, .
(51) COc1ccc(CCNC(=O)CCC(=O)Nc2ccccc2[N+](=O)[O-])cc1OC
 : 2, -4, -11, 1, -2, 9, -9, .
(52) O=C(c1ccccc1)N1CC[C@@H]2[C@H]1c1cc(C#Cc3cccc(F)c3)ccc1N[C@@H]2CO
 : ., -5, ., ., -7, -1, -4, 1.1
(53) CC(=O)Nc1cnc(-c2cc(C)c(O)c(C)c2)cn1
 : 1, 2, -20, 4, -2, 72*, ., 0.1
(54) CC(=O)c1ccc(NC(=O)C2(S(=O)(=O)c3ccccc3)CC2)cc1
 : -1, ., -23, 14, ., ., 2, .
(55) O=c1cc(N2CCN(c3ccc(F)cc3)CC2)[nH]c(=O)n1Cc1ccc(F)cc1
 : 0, 7, -7, 0, 0, 7, -3, -0.2
(56) C[C@H](CO)N1C[C@H](C)[C@@H](CN(C)S(=O)(=O)c2ccc(Cl)cc2)OCCCC[C@H](C)Oc2ccc(NS(C)(=O)=O)cc2C1=O
 : 0, -2, -28, -3, 1, -3, -4, -0.1
(57) CN1[C@@H]2Cn3c(ccc(C4=CCCCC4)c3=O)[C@H]1[C@@H](C(=O)NCc1cccc(F)c1)[C@@H]2CO
 : 3, -12, -8, 1, -4, 0, 0, -0.3
(58) CCOC(=O)CCc1c(C)n(CC)c2ncnn2c1=O
 : 3, -5, -17, 6, ., -3, 7, 0.3
(59) O=S1(=O)N[C@@H](Cc2ccccc2)COc2cccc(N3CCCC3)c21
 : 1, ., -24, 3, ., ., ., 0.1
(60) CC(NC(=O)NC1CCCCC1)C(c1cccs1)N1CCOCC1 (centres undefined)
 : -1, -10, 0, 3, 4, -4, -2, -0.6

(next part)
Second line of a record: Casp6 inh, RAD54 branch, RAD52 inh, ERp5 inh, PglD inh, esBAF inh, ARNT TACC3 PPI, E-selectin induc
(61) NC1=NC2(CCCC2)N=C(Nc2ccccc2)N1
 : -2, -2, -9, -4, 2, -3, -3, -0.2
(62) C=CCn1c(SCc2ccc(F)cc2)nc2c1c(=O)[nH]c(=O)n2C
 : 0, -7, -3, 2, -3, 5, -8, 0.0
(63) CN(Cc1ccccc1)C(=O)c1ccc(NC(=O)Cc2ccc(NC(=O)C3CCN(C(=O)C4CCC4)CC3)cc2)cc1
 : 0, 9, -7, 1, -3, -4, -2, 0.0
(64) O=C(Nc1ccc(F)cc1F)c1sccc1SCc1cccc(C(F)(F)F)c1
 : ., 3, ., ., 0, -9, 0, .
(65) CN(Cc1ccccc1)C(=O)c1nc2ccccn2c1CNCCOc1cccnc1
 : -3, -6, -22, 1, -6, -5, 0, 2.1
(66) OCCNCCNCc1ccccc1OCc1ccccc1
 : 3, -4, -8, 2, 2, 6, 11, -0.1
(67) Cc1cc(C(=O)Nc2ccc(F)c(Cl)c2)on1
 : -1, ., 9, 5, ., ., 3, -0.4
(68) O=C(NCC1CC1)[C@H]1[C@H](CO)[C@H]2Cn3c(cccc3=O)[C@H]2N1C(=O)CC1CC1
 : -1, 3, 13, -8, 7, -7, 5, 1.6

Source: PubChem (Broad Institute)
